High-throughput results from PubChem BioAssay.
UBC13 polyUb: UBC13 polyubiquitin chain formation inhibitors, primary screen, biochemical, TR-FRET, uHTS. inhibition, % at 20 µM. 330,000 compounds, 0.47% hits; in the data active = inhibition above about 45%, passing the limit was not always enough
Target sequence (P61088 whole entry, looked up): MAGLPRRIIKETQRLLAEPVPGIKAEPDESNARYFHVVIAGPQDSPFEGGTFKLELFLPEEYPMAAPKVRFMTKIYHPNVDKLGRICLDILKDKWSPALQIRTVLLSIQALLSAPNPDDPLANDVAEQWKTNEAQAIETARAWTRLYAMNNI
A3G deaminase: APOBEC3G DNA deaminase inhibitors, primary screen, biochemical, fluorescence, single-stranded DNA substrate, uHTS; inhibition, % at 20 µM; recombinant A3G, ssDNA deamination FAM/TAMRA fluorescence; 330,000 compounds, 0.28% hits; DNA dC->dU-editing enzyme APOBEC-3G (Homo sapiens), Q9HC16; AID 493012, 2011;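 active = inhibition of at least 40% at 20 µM, with no more than 30% in the related APOBEC3A deaminase screen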;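 note: plate controls were DMSO wells with A3G for no effect and wells lacking A3G enzyme for full effect; some compounds called inactive have numbers as strong as hits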
Target sequence (Q9HC16 whole entry, looked up): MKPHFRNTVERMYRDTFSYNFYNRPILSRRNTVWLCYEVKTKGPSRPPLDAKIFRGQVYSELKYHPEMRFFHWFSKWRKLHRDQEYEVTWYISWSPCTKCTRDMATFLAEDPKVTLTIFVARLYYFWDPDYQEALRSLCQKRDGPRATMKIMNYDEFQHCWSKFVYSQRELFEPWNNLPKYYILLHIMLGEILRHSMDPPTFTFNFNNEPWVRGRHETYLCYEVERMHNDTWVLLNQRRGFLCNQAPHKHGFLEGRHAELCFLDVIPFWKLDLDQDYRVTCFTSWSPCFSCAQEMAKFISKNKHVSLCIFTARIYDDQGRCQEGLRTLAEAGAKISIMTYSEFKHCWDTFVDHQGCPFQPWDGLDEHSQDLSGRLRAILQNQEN
SENP7 block: SENP7 protease inhibitors, primary screen, biochemical, luminescence, uHTS | inhibition, % at 5 µM | 330,000 compounds, 1.5% hits | AID 434973, 2010 | Sentrin-specific protease 7 (Homo sapiens), Q9BQF6 | recombinant SENP7, Z-RLRGG-aminoluciferin luminescence, 40 min;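 active = inhibition above about 50% at the single test dose, limit read from the data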;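 note: plate controls were DMSO with enzyme for no effect and no enzyme buffer wells for full effect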
SENP8 block-1: human SENP8 protease inhibitors, primary screen, biochemical, fluorescence, Nedd8 protein substrate, uHTS; AID 602440, 2012; recombinant SENP8; 360,000 compounds, 0.64% hits; inhibition, % at 20 µM; in the data active = inhibition mostly above about 40%, no sharp cut-off; inactive = mostly below about 27%
SENP1 FRET inh: human SENP1 catalytic domain inhibitors, primary screen, biochemical, FRET, uHTS | AID 624204, 2012 | 360,000 compounds, 0.21% hits | recombinant SENP1 catalytic domain, CyPet-SUMO1-YPet FRET cleavage | Sentrin-specific protease 1 (Homo sapiens), Q9P0U3 | inhibition, % at 10 µM;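 active = inhibition at least 30% at 10 µM, raw YFP signal under a set limit, fluorescence ratio 0.5 to 1.5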;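 note: 0% = enzyme with DMSO and 100% = no enzyme wells; some results filed as inactive read as strong as hits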
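Material: hSENP1 catalytic domain, recombinant; medium: Tris pH 8 with BME, BSA, NP40 and catalase; compound: single concentration of 10 µM compound, 0.5% DMSO final; technique: FRET read of cyan and yellow fluorescence; timing: 50 min enzyme reaction, room temperature, light-protected; reagent: SFCypet-SUMO1-SFYpet substrate at 25 nM; control set: no-enzyme low, enzyme-DMSO high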
Apaf-1 inh: inhibitors of human Apaf-1 apoptosome, primary screen, biochemical, DEVD-Rh110 fluorescence, uHTS | Apoptotic protease-activating factor 1 (Homo sapiens), O14727 | 330,000 compounds, 0.71% hits | reconstituted apoptosome caspase-3 activity | inhibition, % at 20 µM | AID 489030, 2010; active = inhibition of at least 40% at 20 µM;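 note: plate controls were DMSO wells for no effect and DEVD-CHO caspase inhibitor wells for full effect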
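Material: reconstituted apoptosome with Apaf-1, cytochrome c, caspase-9, procaspase-3, dATP. Technique: Rh110 fluorescence intensity. Buffer or medium: pH 7.5 Hepes buffer with CHAPS, BSA, DTT. Times: 30 min plus 50 min, RT.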
SENP8 block-2: SENP8 protease inhibitors, primary screen, biochemical, luminescence | Sentrin-specific protease 8 (Homo sapiens), Q96LD8 | purified SENP8, Z-RLRGG-aminoluciferin cleavage | inhibition, % at 10 µM | 330,000 compounds, 1.2% hits | AID 2540, 2010; in the data active = inhibition above about 50%
SENP6 inh: SENP6 protease inhibitors, primary screen, biochemical, luminescence, uHTS | inhibition, % at 10 µM | Sentrin-specific protease 6 (Homo sapiens), Q9GZR1 | 330,000 compounds, 1.8% hits | Recombinant SENP6 catalytic domain, aminoluciferin luminescence;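 active = inhibition above about 50% at the single tested dose, limit read from the data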;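 note: plate controls were DMSO wells with enzyme for no effect and DMSO wells lacking enzyme for full effect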
Target sequence (Q9GZR1 628-1112 limits assumed): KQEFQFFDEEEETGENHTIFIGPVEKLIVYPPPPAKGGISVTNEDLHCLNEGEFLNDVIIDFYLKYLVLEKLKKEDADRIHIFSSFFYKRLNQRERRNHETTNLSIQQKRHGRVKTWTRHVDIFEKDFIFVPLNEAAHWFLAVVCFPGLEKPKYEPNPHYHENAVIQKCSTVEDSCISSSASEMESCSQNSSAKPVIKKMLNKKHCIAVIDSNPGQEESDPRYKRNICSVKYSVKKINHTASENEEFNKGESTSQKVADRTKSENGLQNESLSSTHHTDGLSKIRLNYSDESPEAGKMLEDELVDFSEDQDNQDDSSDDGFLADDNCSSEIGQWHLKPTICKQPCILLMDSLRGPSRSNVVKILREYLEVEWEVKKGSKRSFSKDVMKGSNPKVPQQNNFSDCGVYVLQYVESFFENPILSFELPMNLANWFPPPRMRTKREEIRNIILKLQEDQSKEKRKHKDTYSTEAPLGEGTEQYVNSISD
An asterisk follows results filed as active; . = no result given.

SMILES	UBC13 polyUb	A3G deaminase	SENP7 block	SENP8 block-1	SENP1 FRET inh	Apaf-1 inh	SENP8 block-2	SENP6 inh
Cc1ccc(NC(=O)c2sccc2C)nc1	-13	-6	99*	7	0	0	92*	99*
CN(C)c1ccc(CNS(=O)(=O)c2ccc3c(c2)C(C)(C)C(=O)N3C)cc1	-2	-12	-9	14	1	10	-13	-3
CCCCc1nnc(NC(=O)CSc2nc(=O)cc(N)n2-c2ccccc2)s1	-1	-8	3	4	1	-23	-1	-3
CCOc1cc2[nH]c(=O)n(Cc3ccccc3)c(=O)c2cc1OCC	13	-7	0	-39	2	-4	-1	-8
CC(NC(=O)Cc1ccc(F)cc1)C(c1cccs1)N1CCN(C)CC1 (configuration not stated)	1	-5	1	10	1	-19	-1	-20
COC(=O)c1ccc(N=NN2CCCCC2)cc1	-13	-13	10	10	2	11	14	44
CCOC(=O)CCc1c(C)nc2c(c(C)nn2-c2ccc(C)cc2)c1C	23	-6	-8	-314	0	10	-4	-5
CCOC(=O)c1oc2ccccc2c1NC(=O)c1cccc(OC)c1	15	-4	-5	-38	2	3	-10	11
CCN(CC)C(=O)N1CCN(S(=O)(=O)c2ccccc2)CC1	-7	-8	3	0	1	-81	-10	-9
COc1cc2c(-c3ccccc3)c(C)oc2cc1/C=N/NC(N)=S	-4	-3	3	-291	-2	3	-6	-2
CC(C)(C)c1ccc(OCCC(=O)OCC(=O)NC2CCCCC2)cc1	-5	-11	-2	13	-1	31	-6	-12
Cc1noc(C)c1COC(=O)c1cc(S(=O)(=O)N2CCOCC2)ccc1F	3	-6	1	-1	-1	-9	5	0
Cc1cc(Cl)c2oc(C(=O)N(C)Cc3cc(C)[nH]n3)c(C)c2c1	4	9	-1	0	2	26	-4	-16
CCOC(=O)c1sc(=S)n(-c2ccc(Cl)cc2)c1SC	-7	-7	-5	4	-2	8	-8	-14
C#CCOCCOCCOCCNc1nc(N2CCN(C(=O)CCCCCCCCCCNC(=O)[C@@H](CCC(=O)O)n3cc(CCCCCN)nn3)CC2)nc(N2CCN(C(=O)CCCCCCCCCCNC(=O)[C@H](CO)n3cc(CCCSC)nn3)CC2)n1	84*	1	9	8	1	30	6	4
Cc1noc(C)c1COc1ccccc1C(=O)N1CCN(c2cccc(Cl)c2)CC1	15	-5	-9	6	3	52*	-7	4
COc1ccc(C(=O)NCC(=O)NCc2ccncc2)cc1	6	13	11	2	2	6	-7	-15
COc1ccc(CNC(=O)C2CCC(CNS(=O)(=O)c3cccc4nsnc34)CC2)cc1 (configuration not stated)	-8	-3	-2	10	2	6	-6	-6
CC(Sc1nc2scc(-c3ccccc3)c2c(=O)[nH]1)C(=O)NC(N)=O (configuration not stated)	-4	-9	-1	5	-16	13	0	9
CSCCC(NC(=O)c1ccccc1Cl)C(=O)NC1CCN(Cc2ccccc2)CC1 (configuration not stated)	3	-3	-2	7	0	3	-6	-23
O=C(Cc1ccc(Cl)cc1)Nc1ccc(S(=O)(=O)N2CCOCC2)cc1	3	-11	3	6	4	7	4	2
Cc1ccccc1C1N(c2nccs2)C(=O)C2CCCN21 (configuration not stated)	4	-3	5	8	-3	-8	4	1
CN(C(=O)COC(=O)c1ccc[nH]c1=O)C1CCCCC1	13	-8	3	-34	0	-4	-3	-8
CC(=O)N1C(=O)N(C)C2C1N(C(C)=O)C(=O)N2C (configuration not stated)	2	-8	-1	24	3	-4	-7	-15
CC(C)OC(=O)C(C(=O)C(F)(F)F)c1cc(NS(=O)(=O)c2ccc3ccccc3c2)c2ccccc2c1O (configuration not stated)	-29	-4	2	10	4	8	3	5
CC(C)NS(=O)(=O)c1cc(C(=O)O)ccc1Cl	-12	-3	-6	13	3	-6	-6	-12
COc1ccc(OC)c(-n2cnc3cc(C(=O)NCCCN4CCOCC4)ccc32)c1	-5	-1	1	10	0	-7	6	4
CC1(c2ccccc2)NC(=O)N(CC(=O)NC(=O)NC2CCCC2)C1=O (configuration not stated)	-6	-10	-6	29	-2	4	-9	-12
CSc1ncccc1C(=O)NC1CCN(Cc2ccccc2)CC1	-4	-5	-9	12	1	3	-6	-7
NC(=O)NC(=O)COC(=O)CNS(=O)(=O)c1ccc(F)c(F)c1F	1	-5	2	17	0	-14	0	-10
NC1=NC(=Nc2ccccc2)c2ccccc21	-15	-5	-1	15	-1	9	-5	-12
O=C(NCC1CCCN1S(=O)(=O)c1cccs1)C(=O)Nc1ccccc1Cl (configuration not stated)	2	-10	0	-10	-17	21	-3	6
O=C(CSc1nnnn1-c1ccc(Cl)cc1)NC1CCS(=O)(=O)C1 (configuration not stated)	-4	-7	-6	13	0	-1	-5	-11
COc1ccc(/C=N/NC(=O)c2cccc([N+](=O)[O-])c2)cc1OC	-7	-7	-9	23	2	-16	-3	-1
O=C(OCC(=O)c1c[nH]c2ccccc12)c1cccc(O)c1	7	-6	4	1	-3	-6	3	33
O=C(CSc1ncnc2c1oc1ccccc12)Nc1ccccc1C(F)(F)F	-127	-9	4	-6	4	-8	13	10
O=C(NCC1CCCO1)C(c1ccc(F)cc1)N(C(=O)Cn1nnc(-c2ccc(F)cc2)n1)c1cccc(O)c1 (configuration not stated)	5	-6	6	17	1	1	6	-10
COCCn1c(N)c(C#N)c2nc3ccccc3nc21	-3	0	25	-313	-40	52*	23	47
Cc1ccccc1CSc1nc2ccccc2c(=O)[nH]1	9	2	-3	8	2	2	-3	-2
CC(C)Sc1nnc([C@H](Cc2c[nH]c3ccccc23)NC(=O)OC(C)(C)C)o1	0	-4	8	10	1	3	4	3
CC(=NNC(=O)c1cccs1)c1ccc2c(c1)OCCO2	-6	-5	-14	-49	-1	-3	-11	-2
COc1c(C)cc(S(=O)(=O)NCc2ccccn2)c(C)c1C	4	-3	-5	23	2	-7	-3	11
N#CCCCn1c(O)c(N=NC(=O)C(O)c2ccccc2)c2ccccc21 (configuration not stated)	-6	3	-3	19	-2	-18	-3	-4
Cc1cc(C)nc(N2CCN(CC(=O)NCc3ccccc3)CC2)n1	2	-3	-10	7	2	-2	-9	-20
COC1(OC)N=C(N)C2(C#N)C(c3cccc(Oc4ccccc4)c3)C12C#N (configuration not stated)	6	-7	-4	14	-3	5	6	-26
Cc1ccc(CNC(=O)C2CCC(CNS(=O)(=O)c3cccc4cccnc34)CC2)cc1 (configuration not stated)	-2	4	-2	5	0	11	-2	6
Cc1ccc(CSc2nc3ccncc3[nH]2)cc1	8	-1	-4	9	0	9	6	15
CCOC(=O)CCCSc1nc2sc3c(c2c(=O)[nH]1)CCC3	-4	-5	1	-22	0	11	-7	-16
CC1CCC(C(C)C)C(OP(=O)(c2ccc(N(C)C)cc2)C(O)c2cccnc2)C1 (configuration not stated)	3	-5	-4	.	.	1	-2	9
CC1CCCCN1S(=O)(=O)c1ccc(C(=O)Nc2nnc(-c3ccncc3)o2)cc1 (configuration not stated)	-8	-5	0	5	0	-6	1	-4
Cc1ccc(C(=O)NNC(=S)NCC2CCCO2)cc1[N+](=O)[O-] (configuration not stated)	-2	-7	-3	17	0	-1	2	-7
Cc1ccc(-c2cc(=O)c3cc(F)ccc3[nH]2)cc1	1	2	-3	8	1	2	-2	-5
COCc1nnc(NC(=O)c2c(-c3c(Cl)cccc3Cl)noc2C)s1	-3	-2	1	-3	3	7	2	5
CCCCN(CCO)c1ncnc2sc(-c3ccccc3)cc12	12	-3	7	-310	-4	22	5	29
COc1ccc(NC(=O)CNC(=O)C23CC4CC(CC(C4)C2)C3)c(OC)c1	-10	-4	-5	12	0	14	-6	-9
Cc1ccc(NC(=O)Cn2nc(C(=O)O)c3ccccc3c2=O)cc1S(=O)(=O)N1CCCCC1	-10	-10	-1	10	3	25	-18	-18
O=C(C[C@H]1C[C@H](C(=O)N2CCOCC2)[C@@]2(CCC3CCCC3)c3[nH]c4ccc(Cl)cc4c3CCN2C1=O)NCCN1CCOCC1	.	2	9	15	3	19	.	.
CN(C)S(=O)(=O)c1ccc(C(=O)Nc2ccc(OCC(=O)N3CCOCC3)cc2)cc1	-10	-2	-14	12	-1	4	-8	-15
CCCc1cc(=O)[nH]c(SCC)n1	6	9	8	6	-1	-3	-3	3
CCn1c(=O)c(C(=O)NNC(=O)c2ccc(Cl)cc2Cl)c(O)c2ccccc21	-6	-8	4	-2	0	16	2	3

Copied from the list.
CCCc1cc(=O)[nH]c(SCC)n1 | SENP1 FRET inh: -1
COCc1nnc(NC(=O)c2c(-c3c(Cl)cccc3Cl)noc2C)s1 | SENP6 inh: 5
Cc1ccc(-c2cc(=O)c3cc(F)ccc3[nH]2)cc1 | A3G deaminase: 2
COc1ccc(NC(=O)CNC(=O)C23CC4CC(CC(C4)C2)C3)c(OC)c1 | A3G deaminase: -4

Looked up by structure from the entries so far, two records:
SMILES	UBC13 polyUb	A3G deaminase	SENP7 block	SENP8 block-1	SENP1 FRET inh	Apaf-1 inh	SENP8 block-2	SENP6 inh
COc1ccc(NC(=O)CNC(=O)C23CC4CC(CC(C4)C2)C3)c(OC)c1	-10	-4	-5	12	0	14	-6	-9
Cc1cc(C)nc(N2CCN(CC(=O)NCc3ccccc3)CC2)n1	2	-3	-10	7	2	-2	-9	-20

Continuation.
SMILES	UBC13 polyUb	A3G deaminase	SENP7 block	SENP8 block-1	SENP1 FRET inh	Apaf-1 inh	SENP8 block-2	SENP6 inh
CC(C)(C)OC(=O)NCCCC[C@H](NC(=O)c1nc[nH]c1C(=O)NC(c1ccccc1)c1ccccc1)C(=O)OC(C)(C)C	-53	-4	-12	11	3	24	-8	-14
Cc1ccc(OCC(O)CNC(=O)c2ccccc2C(=O)O)cc1 (configuration not stated)	6	3	5	25	1	0	2	-4
N#Cc1cc(C(=O)c2cc(Br)ccc2O)cn(C2CCCCC2)c1=O	9	-4	-1	4	-24	2	2	-26
CCc1nc(C#N)c(N2CCOCC2)o1	7	2	2	22	0	3	0	0
CN1C(C(=O)Nc2ccc(OC(F)(F)F)cc2)=CC(c2ccco2)=NS1(=O)=O	-2	-6	-4	-2	-1	-5	5	1
Cc1cc(C(=O)Nn2c(C3CCCCC3)nc3ccccc3c2=O)ccc1[N+](=O)[O-]	-15	-8	-7	6	2	30	11	25
CC1=NNC(=O)C1CCC(=O)N/N=C/C(Br)=C/c1ccccc1 (configuration not stated)	5	-7	2	9	-2	3	-1	-23
CCN(C[C@H]1N[C@@](C)(C(=O)OC)[C@H]2C(=O)N(Cc3ccccc3)C(=O)[C@@H]12)C(=O)Nc1ccc(C)cc1	11	-3	-1	3	-1	14	-3	8
O=C(Nc1ccccc1)Nc1snnc1C(=O)Nc1cccc(O)c1	-12	-2	7	-4	-3	15	-2	10
COc1ccc([C@H]2CC(=O)C=C(c3ccc(Cl)c(Cl)c3)C2)cc1	-10	-7	-8	7	1	17	-5	8
CN(Cc1ccccc1)C(=O)CCS(=O)(=O)c1ccc2c(c1)oc(=O)n2C	5	-7	-4	5	1	-10	-4	-10
Cc1ccc(N(C(=O)CNC(=O)c2ccco2)C(C(=O)NC2CCCC2)c2cccnc2)cc1F (configuration not stated)	6	-2	6	10	-1	0	6	1
Cc1ccc2nc(SCC(=O)Nc3cc(C)on3)nc(=O)n2c1	-1	-12	-2	-270	0	-3	3	-5
O=C(OCC(=O)c1c[nH]c2ccccc12)c1cc2ccccc2cc1O	2	0	-1	-22	-10	-6	0	-21
